# Assay outcomes from PubChem BioAssay.
# AMPAR-TARP mod = modulators of GluA2-stargazin AMPA receptor complexes, primary screen, cell-based, membrane potential dye. Voltage-dependent calcium channel gamma-2 subunit (Mus musculus) + Glutamate receptor 2 …. HEK293 GluA2+stargazin, membrane potential dye (FDSS), glutamate EC50; hits were called plate by plate, in both directions. calls only at 30 µM. 3.5% of 40,000 active. AID 1259245, 2017;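 active = any of four per-well response measures lying three or more SD from its plate-wide compound average, in either direction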
# Target sequence (O88602 whole entry, looked up): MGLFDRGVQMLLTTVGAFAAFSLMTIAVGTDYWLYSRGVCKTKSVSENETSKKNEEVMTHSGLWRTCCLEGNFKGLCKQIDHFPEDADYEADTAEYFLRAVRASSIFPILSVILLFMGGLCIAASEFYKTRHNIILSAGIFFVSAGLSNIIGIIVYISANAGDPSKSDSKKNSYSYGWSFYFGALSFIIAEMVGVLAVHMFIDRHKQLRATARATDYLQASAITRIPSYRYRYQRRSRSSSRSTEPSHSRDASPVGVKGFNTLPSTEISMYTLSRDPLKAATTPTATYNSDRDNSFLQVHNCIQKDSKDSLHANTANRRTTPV
# Target sequence (P19491 whole entry, looked up): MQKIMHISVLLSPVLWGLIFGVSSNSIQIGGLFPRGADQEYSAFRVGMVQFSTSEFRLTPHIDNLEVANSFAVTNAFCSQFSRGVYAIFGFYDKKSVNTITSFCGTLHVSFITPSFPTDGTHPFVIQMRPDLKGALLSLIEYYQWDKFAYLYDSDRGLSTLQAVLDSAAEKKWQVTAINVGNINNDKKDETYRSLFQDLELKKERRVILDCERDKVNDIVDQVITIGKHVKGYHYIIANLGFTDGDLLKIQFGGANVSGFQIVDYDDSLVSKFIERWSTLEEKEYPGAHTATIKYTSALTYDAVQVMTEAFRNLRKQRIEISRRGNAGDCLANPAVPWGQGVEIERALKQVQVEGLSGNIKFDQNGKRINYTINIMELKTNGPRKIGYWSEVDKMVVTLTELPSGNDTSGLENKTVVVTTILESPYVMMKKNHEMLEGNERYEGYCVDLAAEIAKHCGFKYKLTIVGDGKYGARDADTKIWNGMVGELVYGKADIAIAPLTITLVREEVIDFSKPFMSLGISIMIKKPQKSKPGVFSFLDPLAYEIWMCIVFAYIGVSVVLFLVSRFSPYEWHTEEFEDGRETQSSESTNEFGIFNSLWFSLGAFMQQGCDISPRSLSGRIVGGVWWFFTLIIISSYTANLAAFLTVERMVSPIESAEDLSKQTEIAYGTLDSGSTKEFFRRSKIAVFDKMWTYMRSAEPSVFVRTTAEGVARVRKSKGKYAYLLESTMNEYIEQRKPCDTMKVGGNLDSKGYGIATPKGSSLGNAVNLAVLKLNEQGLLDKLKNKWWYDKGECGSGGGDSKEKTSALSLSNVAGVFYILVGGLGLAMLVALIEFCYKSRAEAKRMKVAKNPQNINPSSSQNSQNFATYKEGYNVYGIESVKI
# AMPAR-TARP mod agonism max-min = recorded beside AMPAR-TARP mod, whose call it bears; compound max-min signal; compound-alone response (agonism);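 unitless range of fluorescence divided by baseline over first 100 seconds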
# AMPAR-TARP mod glutamate slope = recorded beside AMPAR-TARP mod, whose call it bears; glutamate slope, % of max; measured here: glutamate response slope, % max;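 scaled per plate between vehicle wells and maximal 1 mM glutamate control wells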
# Active calls of the source: *; i = inactive; + = active, no number; & = joins results of further samples. Not all compounds are listed; the hit share may differ from the screen's.
SMILES,AMPAR-TARP mod,AMPAR-TARP mod agonism max-min,AMPAR-TARP mod glutamate slope
COC(=O)c1ccc(NC(=O)c2nnn(-c3ccc(F)cc3)c2C)cc1,i,0.12,47
COc1ccc(OC)c(-c2ccc(N3CCN(C(=O)C(F)(F)F)CC3)nn2)c1,i,0.1,30
O=C(c1nc(-c2cnccn2)no1)N1CCN(c2ccccc2)CC1,i,0.11,52
COc1ccc(S(=O)(=O)CC(=O)Nc2cc(C)on2)cc1,i,0.032,62
COc1ccccc1CCNC(=O)C(=O)c1cn(CC(=O)N2CCCCCC2)c2ccccc12,i,0.078,52
CCC(CC)C(=O)NCCn1ncc2c(N3CCCCCC3)ncnc21,i,0.096,52
Cc1ccc(S(=O)(=O)c2c(C)nn(C(C)(C)C)c2OC(=O)c2cc(C)cc(C)c2)cc1,i,0.055,46
COCCNC(=O)C(=O)NCC1OCCCN1S(=O)(=O)c1ccc(C)cc1 (centres undefined),i,0.058,57
Cc1csc(NC(=O)C2CCCN(c3ccc(-n4cccn4)nn3)C2)n1 (centres undefined),i,0.078,57
Cc1c(C(=O)N2CCC(c3nnc(C(C)C)o3)CC2)cnn1-c1ccccc1,i,0.1,56
Nc1c(C(=O)N2CCCC2)sc(=S)n1CC1CCCO1 (centres undefined),i,0.14,64
Cc1cc(C)c2c(n1)sc1c(=O)n(CC(=O)Nc3ccc(F)cc3Cl)cnc12,i,0.11,61
Cc1ccc(NC(=O)c2ccc(=O)n(CC(=O)Nc3cccc(C(F)(F)F)c3)n2)cc1,i,0.057,55
CCCOc1ccc(C2C([N+](=O)[O-])=C(C)N(C)C(=O)N2C)cc1OC (centres undefined),i,0.059,51
CC(C)c1n[nH]c(=O)c2c1cnn2C(C)(C)C,i,0.037,20
CCOC(=O)c1c(SCC(=O)Nc2cccc(C(C)=O)c2)nc(=O)[nH]c1C,i,0.07,54
COc1ccc(NC(=O)C(=O)NCCN2CCN(c3ccccc3F)CC2)cc1,i,0.14,52
CC(C)(C)OC(=O)N1CCC(OCC(=O)O)CC1,i,0.034,53
CC(=O)N1CCc2c(sc(NC(=O)c3ccc([N+](=O)[O-])cc3)c2-c2nc3ccccc3s2)C1,i,0.1,77
O=C(c1ccno1)N1CCN(c2nc3ccc([N+](=O)[O-])cc3s2)CC1,+,0.19*,50*

# Results in AMPAR-TARP mod agonism max-min and AMPAR-TARP mod, for five of the compounds above:
SMILES | AMPAR-TARP mod agonism max-min | AMPAR-TARP mod
Cc1c(C(=O)N2CCC(c3nnc(C(C)C)o3)CC2)cnn1-c1ccccc1 | 0.1 | i
Nc1c(C(=O)N2CCCC2)sc(=S)n1CC1CCCO1 (centres undefined) | 0.14 | i
Cc1cc(C)c2c(n1)sc1c(=O)n(CC(=O)Nc3ccc(F)cc3Cl)cnc12 | 0.11 | i
Cc1ccc(NC(=O)c2ccc(=O)n(CC(=O)Nc3cccc(C(F)(F)F)c3)n2)cc1 | 0.057 | i
CCCOc1ccc(C2C([N+](=O)[O-])=C(C)N(C)C(=O)N2C)cc1OC (centres undefined) | 0.059 | i

# (more compounds)
SMILES,AMPAR-TARP mod,AMPAR-TARP mod agonism max-min,AMPAR-TARP mod glutamate slope
CN1CCN(c2ccc(NC(=O)COc3cccc4ccccc34)cc2)CC1,i,0.062,22
Cn1nc(NC(=O)c2ccc3c(c2)OCO3)c2c1NC(=O)CC2c1cccs1 (centres undefined),i,0.1,54
CCOc1ccccc1N/C=C(\C#N)C(=O)NC1CCCCC1,i,0.11,51
O=C(CCCS(=O)(=O)c1ccc(F)cc1)Nc1nc2c(Br)cccc2s1,i,0.12,53
COC(=O)c1ccc(CSc2ccnc3c2c(=O)n(C)c(=O)n3C)o1,i,0.11,23
O=C(Nc1ccc(C(F)(F)F)cc1)N1CCN(c2ccc(-c3ccco3)nn2)CC1,i,0.081,49
CC(=O)N1CC(C(=O)NC(C)CCc2ccccc2)C1 (centres undefined),i,0.08,63
CCOc1ccc(-n2nnnc2CN2CCN(C(=O)c3c[nH]c4ccccc34)CC2)cc1,i,0.084,45
CCCCC(=O)Nc1ccc(NC(=O)c2cccnc2)cc1OC,i,0.084,27
CC(C)S(=O)(=O)c1ccc(CC(=O)N2CCC(c3ccsc3)CC2)cc1,+,0.12*,62*
CSc1ncccc1C(=O)N1CCC(CNS(=O)(=O)CCc2ccccc2)CC1,i,0.048,46
COc1ccc(-n2nnc3c(N4CCN(C(=O)c5ccc6ccccc6c5)CC4)ncnc32)cc1,i,0.099,67
CC12CC(NC(=O)N1c1cccc(C(=O)NC3CCCC3)c1)c1ccccc1O2 (centres undefined),i,0.081,62
CC(C)c1ccc(S(=O)(=O)N2CCN(CC(=O)c3ccc(O)c(O)c3)CC2)cc1,i,0.087,34
Cc1cnnn1-c1ccc(NC(=O)C2CC(=O)N(c3ccccc3)C2)cc1 (centres undefined),i,0.12,59
CCC(=O)Nc1ccc(S(=O)(=O)NCCOc2ccc3nnc(C)n3n2)cc1,i,0.084,39
CCCCc1ccc(-n2c(C)cn3c4c(=O)n(C(C)C(=O)OC)c(=O)n(C)c4nc23)cc1 (centres undefined),i,0.11,77
Cc1nnsc1C(=O)N1CCC(CNC(=O)/C=C/c2cccs2)CC1,i,0.032,38
CCOC(=O)c1cn[nH]c1S(=O)(=O)N1CCc2ccccc21,i,0.11,59
COc1ccc(OCC(=O)Nc2ccc(CC(N)=O)cc2)cc1,i,0.054,29

# Taken from above:
# AMPAR-TARP mod agonism max-min, Cc1nnsc1C(=O)N1CCC(CNC(=O)/C=C/c2cccs2)CC1 = 0.032
# AMPAR-TARP mod glutamate slope, CC(C)S(=O)(=O)c1ccc(CC(=O)N2CCC(c3ccsc3)CC2)cc1 = 62*

# (cont.)
SMILES,AMPAR-TARP mod,AMPAR-TARP mod agonism max-min,AMPAR-TARP mod glutamate slope
Oc1cccc2ccc(N3CCCCC3)nc12,i,0.11,67
O=C(Nc1nc(CCC(=O)N2CCN(c3ccccc3F)CC2)cs1)c1ccccc1,i,0.082,64
CCOCCn1c(=O)c2c(nc3n(-c4ccc(C)cc4)c(C)cn23)n(C)c1=O,i,0.062,21
COc1ccc(-c2ccc(=O)n(CCCC(=O)Nc3c(C)cc(C)cc3C)n2)cc1,i,0.028,42
CC(C)c1nnc(-c2cc3ccccc3n2CC(=O)N2CCOCC2)o1,i,0.086,49
COc1cc(C)c(Cl)cc1S(=O)(=O)NCCC1=CCCCC1,i,0.099,56
COc1ccc2cc(-c3csc(NC(=O)c4cccc(N5C(=O)CCC5=O)c4)n3)oc2c1,i,0.062,31
Cc1ccc(S(=O)(=O)N2CCN(c3cccc(Cl)c3)CC2)cc1C,i,0.071,61
Cc1ccc(NC(=O)C(=O)NCC2CCN(C(=O)c3snnc3C)CC2)cc1F,i,0.11,60
CCC(=O)N1c2ccccc2NC2=C(C(=O)CC(C)(C)C2)C1c1ccc(OCc2ccccc2)cc1 (centres undefined),+,0.053*,56*
CCOC(=O)CCC(=O)N1CCN(Cc2nc(-c3cccs3)cs2)CC1,i,0.11,50
O=C(Nc1nc(-c2ccc(Cl)s2)cs1)c1ccno1,i,0.14,53
O=c1ccc(-c2ccco2)nn1CCCNS(=O)(=O)c1ccc2c(c1)CCCC2,+,0.045*,81*
Cc1nn(C2CCS(=O)(=O)C2)c2nc(-c3ccccc3)cc(C(=O)NCc3ccco3)c12 (centres undefined),i,0.077,56
CCC(C)NC(=O)CSc1nc2ccccc2c(=O)n1CCNC(C)=O (centres undefined),i,0.029,56
COc1ccc(OC)c(S(=O)(=O)Nc2ccc(CC(=O)N3CCOCC3)cc2)c1,i,0.093,58
Cc1ccccc1NC(=O)c1ccc(=O)n(Cc2cccc(C(F)(F)F)c2)c1,i,0.037,46
COc1ccc(Cl)cc1NC(=O)COC(=O)CC(C)(C)CC1=NS(=O)(=O)c2ccccc2N1,i,0.096,53
O=S(=O)(c1ccccc1)N1CCC(c2nnc(-c3ccc(F)cc3)o2)CC1,i,0.12,58
COc1ccc(OC)c2sc(N(CCN3CCOCC3)C(=O)c3snnc3C)nc12,i,0.12,46

# Single records, from the list above.
# CCC(C)NC(=O)CSc1nc2ccccc2c(=O)n1CCNC(C)=O (centres undefined) as listed: AMPAR-TARP mod: i; AMPAR-TARP mod agonism max-min: 0.029; AMPAR-TARP mod glutamate slope: 56
# O=c1ccc(-c2ccco2)nn1CCCNS(=O)(=O)c1ccc2c(c1)CCCC2 as listed: AMPAR-TARP mod: +; AMPAR-TARP mod agonism max-min: 0.045*; AMPAR-TARP mod glutamate slope: 81*
# COc1ccc(OC)c(S(=O)(=O)Nc2ccc(CC(=O)N3CCOCC3)cc2)c1 as listed: AMPAR-TARP mod: i; AMPAR-TARP mod agonism max-min: 0.093; AMPAR-TARP mod glutamate slope: 58

# The listing picks up with the 2 entries that preceded the break.
SMILES,AMPAR-TARP mod,AMPAR-TARP mod agonism max-min,AMPAR-TARP mod glutamate slope
O=S(=O)(c1ccccc1)N1CCC(c2nnc(-c3ccc(F)cc3)o2)CC1,i,0.12,58
COc1ccc(OC)c2sc(N(CCN3CCOCC3)C(=O)c3snnc3C)nc12,i,0.12,46
COc1cccc(NC(=O)c2cc(-c3ccco3)nc3c2c(C)nn3C2CCS(=O)(=O)C2)c1 (centres undefined),i,0.076,41
Cc1cc(C)n(CCNC(=O)C2CN(C(=O)c3c[nH]c4ccccc34)C2)n1,i,0.099,57
O=C1CCCCN1c1cccc(NS(=O)(=O)c2ccccc2)c1,i,0.053,40
O=C1C(=O)N(CCCn2ccnc2)C(c2ccccn2)/C1=C(\O)c1ccc(Cl)cc1 (centres undefined),i,0.11,62
COCCNC(=O)C(=O)NCC1CCN(Cc2ccccc2)CC1,i,0.083,55
O=S(=O)(NCCOc1ccc(-c2ccc(F)cc2)nn1)c1cccs1,i,0.034,71
COc1cccc(C(CNC(=O)CSCc2ccccc2)N2CCOCC2)c1 (centres undefined),i,0.096,47
CC(=O)Nc1ccc(S(=O)(=O)NCC(C)(O)c2ccc3c(c2)OCO3)cc1 (centres undefined),i,0.13,51
Cc1ccc(OCC(O)CN2CCN(CC(O)COC(C)C)CC2)c(C(C)(C)C)c1 (centres undefined),i,0.03,70
COc1ccc(CC(=O)Nc2ccc(CC(=O)NCc3cccs3)cc2)cc1OC,i,0.089,48
COCCNS(=O)(=O)c1ccc(Cl)c(C(F)(F)F)c1,i,0.068,62
COc1ccc(CNC(=O)N2CCC(c3nnc(-c4ccco4)o3)CC2)cc1,i,0.078,59
CC(C(=O)Nc1ccc([N+](=O)[O-])cc1)N1C(=O)c2ccccc2S1(=O)=O (centres undefined),i,0.1,63
CSc1ccccc1C(=O)NCCS(=O)(=O)N1CCN(c2ccccn2)CC1,i,0.066,50
Cc1cc(OCC(O)CN2CC(C)OC(C)C2)ccc1Cl (centres undefined),i,0.033,53
O=C(c1ccc(S(=O)(=O)N2CCCC2)cc1)N1CCCc2ccccc21,i,0.048,43
COc1cccc(NC(=O)COC(=O)c2cc(C(C)=O)n3ccccc23)c1,i,0.1,54
CC(C)Cc1cnc2c(c1SCC(=O)Nc1ccc(Cl)cc1)c(=O)n(C)c(=O)n2C,i,0.049,43
Cc1ccc(NC(=O)Cn2nc3n(c(=O)c2=O)CCN3c2ccccc2)c(C)c1,i,0.06,39
Cc1ccc(Cn2c(CO)cnc2SCC(=O)Nc2nc3ccccc3s2)cc1,i,0.14,58
CCCOC(=O)CC1Sc2ccc(C(F)(F)F)cc2NC1=O (centres undefined),i,0.092,59
CCOC(=O)N1CCN(CC(O)COC2CC3CCC2(C)C3(C)C)CC1 (centres undefined),i,0.1,66
Cc1ccc(NC(=O)CN2CCN(C3c4ccccc4-c4ccccc43)CC2)cc1F,i,0.084,47
CC(C)N(CC#CCNS(=O)(=O)Cc1ccccc1)C(C)C,i,0.089,55
COc1ccc(-c2noc(-c3ccc(=O)n(CC(=O)N(C)c4ccc(F)cc4)c3)n2)cc1,i,0.076&0.039,48&88
CCS(=O)(=O)Nc1ccc(CC(=O)N2CCOCC2)cc1,i,0.081,49
CC1CCc2cc(F)ccc2N1C(=O)CN1C(=O)c2ccccc2S1(=O)=O (centres undefined),i,0.1,42
Cc1cc(C)c(S(=O)(=O)NCCC(O)c2cccs2)cc1C (centres undefined),i,0.1,63
Cc1nn(C(C)(C)C)c(OC(=O)C2CCCCC2)c1Sc1ccccc1[N+](=O)[O-],i,0.064,68
CC1CN(CC(=O)Nc2c(F)cccc2F)CC(C)O1 (centres undefined),i,0.032,35
Cn1cccc(C(=O)N2CCC(CNS(=O)(=O)c3ccccc3Cl)CC2)c1=O,i,0.063,35
CC(C)(C)C(=O)N1CCc2ccc(NC(=O)C3CC(=O)N(c4ccccc4)C3)cc21 (centres undefined),i,0.075,55
NC(=O)c1c(NC(=S)NC(=O)c2ccco2)sc2c1CCCC2,i,0.049,45
CCOc1ccc(S(=O)(=O)NCc2ccc3c(c2)OCO3)cc1OCC,i,0.092,56
Cc1ccc(CNC(=O)C(=O)NCC(F)(F)F)cc1,i,0.12,48
OC(COc1ccc2c(c1)OCO2)CN1CCN(c2cccc(Cl)c2)CC1 (centres undefined),i,0.049,66
COc1ccccc1OCC(=O)Nc1ccc2c(c1)N(C(=O)C(C)(C)C)CC2,+,0.21*,57*
O=C(Nc1ccc2c(c1)OCCO2)c1ccc(=O)n(Cc2ccccc2Cl)c1,i,0.13,60
COc1ccc(C(=O)Nc2ccc3c(c2)N(S(=O)(=O)c2ccc(C)cc2)CCC3)cc1,i,0.069,57
CCCn1cc(C(=O)Nc2ccc(OCC)cc2)c(=O)c2ccc(C)nc21,i,0.12,66
COc1cc(NS(=O)(=O)c2ccccc2)ccc1N1CCCCC1=O,i,0.045,46
CCCNC(=O)Cn1nc2c(c1NC(=O)CSc1ccncc1)CSC2,i,0.059,62
